Screening data deposited in PubChem by National Center for Advancing Translational Sciences (NCATS).
PGK inhibitor: T. brucei PGK inhibition | Potency, µM (top dose mostly 57.5 µM), for the others: top-dose activity change, negative = inhibition, actives largely listed as inhibitors | P07378 | 380,000 compounds, 0.043% hits | AID 602233 | PGK/GAPDH coupled, Kinase-Glo luminescence, 60 min; note: % is set by controls: 0 for no effect and ±100 for the full control effect; nearly all actives have a fitted effect of over 60% in size
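Luminescent ATP detection (Kinase-Glo Plus) follows a 60-minute room-temperature incubation, with wells lacking PGK as controls. Buffer: 100 mM TEA (pH 7.6), 5 mM MgCl2, 0.01% Tween-20. Coupling enzyme GAPDH (100 nM final) supplies unstable 1,3-BPG in-well.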
JMJD2A Tudor: JMJD2A Tudor domain (human) inhibition. AlphaScreen JMJD2A-Tudor / H3K4me3 peptide binding. 390,000 compounds, 4.4% hits. Potency, µM (highest dose often 114 µM), inactives show at the top dose activity change, negative = inhibition, actives largely listed as inhibitors; note: % is set by controls: 0 for no effect and ±100 for the full control effect; nearly all actives have a fitted effect of over 50% in size
GLS inhibitor: blocks human kidney-isoform glutaminase activity; O94925; GLS enzymatic activity, qHTS titration; Potency, µM (doses to about 45.5 µM), for inactives: at the highest dose activity change, negative = inhibition, most hits filed as inhibitors; 410,000 compounds, 0.21% hits; AID 624170; note: % is set by controls: 0 for no effect and ±100 for the full control effect
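Glutamate formation by hKGA was monitored fluorometrically using coupled glutamate oxidase, HRP and Amplex Red. Substrate was added as 1 mM L-glutamine solution; incubation was 30 min at RT after an initial read.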
rTrxR1 inhibitor: rat TrxR1 inhibition. O89049. Potency, µM (titrated, usually from 114 µM), inactives show at the highest dose activity change, negative = inhibition, hits mostly inhibitors. AID 588453. 390,000 compounds, 1% hits. recombinant rTrxR1, NADPH fluorescence consumption, selenite substrate; note: % is set by controls: 0 for no effect and ±100 for the full control effect; nearly all actives have a fitted effect of over 65% in size
Target sequence (O89049 whole entry, looked up): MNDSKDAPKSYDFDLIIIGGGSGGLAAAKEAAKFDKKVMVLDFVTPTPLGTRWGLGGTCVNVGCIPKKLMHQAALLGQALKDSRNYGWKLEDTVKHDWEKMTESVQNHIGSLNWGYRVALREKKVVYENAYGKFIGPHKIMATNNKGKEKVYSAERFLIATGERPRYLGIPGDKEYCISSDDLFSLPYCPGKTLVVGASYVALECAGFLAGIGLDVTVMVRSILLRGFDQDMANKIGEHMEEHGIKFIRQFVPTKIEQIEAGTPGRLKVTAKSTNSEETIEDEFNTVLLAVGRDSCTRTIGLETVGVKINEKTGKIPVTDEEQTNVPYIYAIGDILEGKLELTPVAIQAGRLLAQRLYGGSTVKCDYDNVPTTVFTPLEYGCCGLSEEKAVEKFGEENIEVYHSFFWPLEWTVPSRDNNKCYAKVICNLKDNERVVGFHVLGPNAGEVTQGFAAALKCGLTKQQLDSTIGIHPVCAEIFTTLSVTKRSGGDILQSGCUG
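Rat TrxR1 (90 nM in the dispensed reagent) was pre-reduced with 400 uM NADPH for 5 min at room temperature, then incubated with compound for 15 min. After 400 uM selenite was added, NADPH fluorescence (Ex 340/Em 450 nm) was followed for 8 min.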
Pin1 inh: human Pin1 inhibition | Q13526 | Pin1 FP peptide displacement, HiFluor488, 10 min | Potency, µM (titrated, usually from 115 µM), without a hit: top-dose activity, negative = inhibition, actives largely listed as inhibitors | 390,000 compounds, 0.009% hits | AID 504891; active = well fitted inhibition curve with a large enough effect in the polarisation, with a control signal flat, not every such curve was filed as active; inconclusive = small, poorly fitted or top-dose-only effect, or effect the other way, or a change in a side signal; inactive = no such curve, though single readings can be large or run the other way; the % refers to the polarisation; note: % is set by controls: 0 for no effect and ±100 for the full control effect
Target sequence (Q13526 whole entry, looked up): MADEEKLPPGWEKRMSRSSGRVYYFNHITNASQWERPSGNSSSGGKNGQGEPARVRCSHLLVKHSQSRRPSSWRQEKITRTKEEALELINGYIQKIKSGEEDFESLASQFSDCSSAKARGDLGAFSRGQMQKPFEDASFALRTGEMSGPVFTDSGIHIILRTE
ERG-DNA inh: blocks human ERG Ets domain binding to DNA. AID 624246. 370,000 compounds, 0.028% hits. Potency, µM (doses to about 76.9 µM), for the others: at the highest dose FP activity, negative = inhibition, actives largely listed as inhibitors. fluorescence polarization, His-ERG Ets domain / labelled DNA. P11308; active = well fitted inhibition curve with a large enough effect in the polarisation, with a control signal flat; inconclusive = small, poorly fitted or top-dose-only effect, or effect the other way, or a change in a side signal; inactive = no such curve, though single readings can be large or run the other way; the % refers to the polarisation;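 note: polarization taken with two DNA probes labelled with fluorescein and Texas red; % of control where 0% means no effect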
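His-tagged ERG Ets domain (1 uM in the protein solution; 300mM KCl, 50mM Tris-HCl, 1mM EDTA, 1mM DTT, pH 7.5) received compound, then a probe mix of 5 nM fluorescein-DNA and 100nM Texas-615-DNA. Fluorescence polarization was read for both dyes.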
HP1b chromo inh: blocks HP1-beta chromodomain binding to methylated histone tails. P83916. AlphaScreen HP1-beta / biotin-H3K9me3 peptide binding. Potency, µM (titrated, usually from 114 µM), without a hit: at the top dose activity change, negative = inhibition, most hits filed as inhibitors. 390,000 compounds, 0.56% hits; note: nearly all actives have a fitted effect of over 70% in size; inactives centre near 23
Target sequence (P83916 whole entry, looked up): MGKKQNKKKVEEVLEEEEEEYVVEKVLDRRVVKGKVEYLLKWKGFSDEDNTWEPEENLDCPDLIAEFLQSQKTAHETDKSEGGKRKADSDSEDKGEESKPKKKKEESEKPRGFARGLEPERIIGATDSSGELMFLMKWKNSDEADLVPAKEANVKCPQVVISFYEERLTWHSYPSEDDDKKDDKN
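AlphaScreen: HP1-beta (50 nM) preformed 30 min with biotin-H3(1-18)K9me3 peptide (50 nM) in PBS pH 7.4, 0.01% Tween-20. Compound added for 30 min at RT, then streptavidin donor/nickel chelate acceptor beads (10 ug/mL) for 30 min.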
RGS4 inh: human RGS4 inhibition; Transcreener GDP fluorescence polarization, RGS4-accelerated GTP hydrolysis; Potency, µM (doses to about 114 µM), without a hit: at the highest dose activity change, negative = inhibition, most hits filed as inhibitors; 390,000 compounds, 0.039% hits; AID 504845; note: % is set by controls: 0 for no effect and ±100 for the full control effect; nearly all actives have a fitted effect of over 75% in size; some results filed as inactive show a strong effect at the top dose
Target sequence (P49798 whole entry, looked up): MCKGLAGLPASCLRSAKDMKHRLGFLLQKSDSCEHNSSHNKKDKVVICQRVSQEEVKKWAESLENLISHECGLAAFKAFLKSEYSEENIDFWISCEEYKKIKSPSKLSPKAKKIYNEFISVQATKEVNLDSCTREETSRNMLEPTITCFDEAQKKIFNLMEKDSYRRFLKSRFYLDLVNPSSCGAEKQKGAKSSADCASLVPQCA
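MLSMR compounds (23 nl, pin-transferred) preincubated 10 min at room temperature with a 500nM (2x) first reagent, then RGS4 at 900nM (2x) plus Transcreener GDP mix added; fluorescence polarization (620/688 nm) read before and after 90 min at 30 °C.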
ALOX12 inh: ALOX12 (human) lipoxygenase inhibition. P18054. 580,000 compounds, 1.1% hits. purified 12hLO, xylenol orange hydroperoxide absorbance. Potency, µM (doses to about 108 µM), inactives show top-dose activity change, negative = inhibition, hits mostly inhibitors; note: % is set by controls: 0 for no effect and ±100 for the full control effect
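Purified human 12hLO (150 nM final) in 25 mM Hepes, 0.01% Triton X-100, pH 7.0 was preincubated 15 min at room temperature with compound. Then 40 uM arachidonic acid was added, 30 min. Hydroperoxide was read by Fe-XO absorbance ratio 573/405 nm.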
* = called active by the depositor; i = inactive; ? = inconclusive; / = not tested or not shown; & = joins results of further samples; [ ] = another dose, or the depositor's remark. Unless noted, calls come from the whole dose curve; as a rule, active = well fitted curve in the direction sought with a large enough effect; inconclusive = small, poorly fitted or top-dose-only effect, or another doubt; inactive = no such curve, though single readings can be large; an effect the other way counts as inactive or inconclusive. Potency is the fitted concentration of half-maximal effect.

SMILES	PGK inhibitor	JMJD2A Tudor	GLS inhibitor	rTrxR1 inhibitor	Pin1 inh	ERG-DNA inh	HP1b chromo inh	RGS4 inh	ALOX12 inh
COc1ccccc1OCC(=O)NCCCN1CCOCC1	i	-8%	1%	16%	-1%	-9%	14%	-2%	-2%
COc1ccc(N(CC(=O)NCCSc2ccccn2)S(=O)(=O)c2ccccc2)cc1OC	-6%	9%	-7%	19%[57.1 µM]	6%	-3%	20%	-4%	-3%
CCC(=O)N1CCc2cc(S(=O)(=O)CCC(=O)Nc3ccc(C(C)=O)cc3)ccc21	-8%	-12%	2%	-7%	-6%	4%	20%	53%	-14%
CCc1ccc(NC(=O)Cn2cc([N+](=O)[O-])nc2C)cc1	7%	-16%	1%	-7%	8%	4%	11%	2%	-2%
COC(=O)c1cccc(NC(=O)c2cccc(OC)c2)c1	?	5%	-4%	5%	4%	4%	36%	-41%	5%
COc1cc(NC(=S)N2CCCC(C)C2)c(OC)cc1Cl (stereo not given)	-6%	-10%	0%	17%[57.1 µM]	-4%	3%	-10%	?	-16%
COc1ccc(Cl)cc1NC(=O)NC(C)c1ccncc1 (stereo not given)	-8%	-9%	-2%	20%	-4%	7%	19%	15%	-23%
CCOC(=O)c1nnn(-c2nn3nnnc3c3ccccc23)c1C	0%	-1%	12%	16%[57.1 µM]	-10%	-2%	29%	35%	12%
O=C([C@H](Cc1ccccc1)N1C(=O)c2ccccc2C1=O)N1CCOCC1	-10%	-5%	-5%	3%	-5%	2%	37%	10%	-22%
Cc1cccc(C(=O)N2CCN(S(=O)(=O)N3CCCCC3)CC2)c1	-5%	1%	-2%	-4%	5%	-9%	20%	-42%	15%
CCCNC(=O)c1c(NC(=O)c2ccc(C)cc2)sc2c1CCCCC2	i	6%	-9%	16%	2%	-2%	44%[activator]	-2%	-5%
CCCCCCSc1nnc2[nH]c(=O)cc(N)n12	-2%	-35%	-2%	14%	4%	11%	18%	3%	2%
CCCc1ccc(C(=O)NNC(=O)c2ccc(Cl)cc2)cc1	-3%	-17%	18%	-2%	5%	8%	33%	-32%	-26%
CC(=O)Nc1ccc2nsnc2c1	-6%	-13%	3%	15%	4%	2%	24%	-12%	0%
Cc1nn(CC(=O)NC(C)c2ccccc2)c(C)c1[N+](=O)[O-] (stereo not given)	-4%	-10%	-28%	7%[57.1 µM]	2%	-1%	41%[activator]	3%	-12%
COc1ccc(CN(Cc2cccn2C)C(=O)c2cc3cc(OC)ccc3[nH]2)cc1	-1%	?	11%	0%[57.1 µM]	25%	0%	-31%	-1%	-23%
NC(=O)C1CCN(C(=O)c2cc3c(s2)CCCCC3)CC1	-3%	-4%	-1%	7%	-6%	0%	34%[activator]	3%	148%[activator]
O=Nc1c(O)[nH]c2ccc(Cl)cc12	-1%	-12%	8%	10%	8%	19%	26%	-6%	-5%
CCCCNC(=O)C1Cc2cc(S(=O)(=O)N3CCCC3)ccc2N1C(C)=O (stereo not given)	-1%	-14%	0%	17%[57.1 µM]	-7%	0%	49%[activator]	-14%[56.9 µM]	8%
COc1cccc(NC(=O)CCC(=O)N2Cc3ccccc3Oc3ncccc32)c1	i	-13%	-17%	16%	9%	-9%	32%	-6%	-9%
CNC(=S)NNC(=O)c1ccc(=O)n(Cc2cccc(C(F)(F)F)c2)c1	-3%	?	?	13%[57.1 µM]	-1%	18%	-8%	?	-7%
Nc1nc(Cl)c(N)c(NCC2(CO)CC(CCc3ccccc3)C2)n1 (stereo not given)	0%	?	-9%	-1%	?	/	-1%	?	-25%
COc1cc(=O)[nH]c(SC(C)C(=O)Nc2ccc3ccccc3c2)n1 (stereo not given)	-12%	-13%	-5%	14%	21%	2%	10%	3%	-19%
CCC(=O)Nc1ccccc1Sc1ncnc2scc(-c3ccccc3)c12	2%	0%	-18%	0%[57.1 µM]	-6%	-1%	37%	-30%	-2%
CC(C)CN1C(Nc2ccccc2)=NC[C@@H]1C	-2%	-18%	0%	18%	-3%	-4%	47%[activator]	-3%	-9%
C=CCn1c(Cc2c(C)[nH]c3ccccc23)nnc1SCC(=O)NCc1ccc(F)cc1	-3%	-28%	7%	-13%	-6%	-9%	-1%	34%	20%
CCOC(=O)C1CCN(C(=O)c2cc3c(=O)n4ccccc4nc3s2)CC1	-10%	-8%	1%	-3%	-2%	-14%	52%[activator]	18%	?
Cc1nc2ccc(Cl)cc2c(-c2ccccc2)c1C(=O)N(C)C	11%	3%	4%	20%	-2%	4%	32%	9%	-42%
Nc1nc2[nH]c(=S)[nH]c2c(=O)[nH]1	/	?	/	-21%	4%	/	?	-34%	/
CCOC(=O)c1cc(-c2ccc(F)cc2)n(CCC(=O)Nc2nc3cc(C)c(C)cc3s2)c1C	10%	-6%	-5%	26%[57.1 µM]	31%[activator]	2%	42%[activator]	-8%	?
CCOC(=O)C1=C(C)NC(C)=C(C(=O)OCC)C1C(=O)OCC(=O)N1CC(C)OC(C)C1 (stereo not given)	-8%	6%	11%	0%	0%	-12%	23%	-16%	39%[activator]
O=C(Nc1cccc(NC(=O)c2cccnc2)c1)c1cccnc1	-6%	-6%	2%	14%	-1%	/	25%	-14%	2%
Cc1ccc(-n2ncc(C(=O)N3CCC(c4ccccc4)C3)c2C2CCN(C(=O)OC(C)(C)C)CC2)cc1 (stereo not given)	-9%	?	-2%	6%	-10%	4%	-8%	-4%	-25%
CCC(NC(=O)c1ccccc1NC(=O)c1ccco1)C(=O)NC1CCCCC1 (stereo not given)	-11%	-7%	-6%	0%	-3%	-5%	27%	-16%	464%[activator]
O=Cc1ccc(OCCN2CCCC2=O)cc1	-10%	-15%	-9%	0%[57.1 µM]	4%	1%	51%[activator]	?	0%
COC(=O)C(CCSC)NC(=O)c1cc2c(n(-c3ccccc3)c1=O)CCCC2=O (stereo not given)	2%	-10%	0%	8%	-1%	-6%	28%	9%	-1%
CC(C)Cn1c(-c2ccccc2)nc2ccccc2c1=O	-5%	1%	-15%	-11%	-3%	-7%	64%[activator]	4%	0%
C=CCOC(=O)C1=C[C@@H](c2cn(C(C)=O)c3ccccc23)C[C@@H](OCCCCO)O1	1%	-24%	2%	-2%[57.1 µM]	7%	1%	13%	0%	?
COc1ccc(CN(C)C(=O)CCC(=O)N2CCN(S(=O)(=O)c3ccc(Cl)cc3)CC2)c(OC)c1	1%	-3%	-8%	13%	0%	13%	23%	-8%	97%[activator]
O=C(Nc1ccc(Br)cc1)c1cc(S(=O)(=O)NC2CCCC2)ccc1F	5%	-16%	-11%	-4%[57.1 µM]	?	0%	33%[activator]	5%	?
CC(=O)c1ccc(C(=O)N2CCCC(Nc3ccc(C(C)C)cc3)C2)s1 (stereo not given)	-3%	5%	0%	23%	7%	9%	38%	-14%	-28%
O=C(CN1C(=O)c2ccccc2C1=O)NC1(C(=O)O)CCCC1	-2%	-13%	-1%	11%	-12%	5%	28%	-13%	-10%
CC1=C(C)CC(C(=O)Nc2ccc(C(N)=O)cc2)C(C(=O)O)C1 (stereo not given)	-7%	-4%	-10%	11%	-7%	4%	38%[activator]	-14%	0%
O=C(Cc1ccccc1Nc1c(Cl)cccc1Cl)OCO/N=[N+](\[O-])N1CCCC1	/	?	/	-24%	25%	/	-8%	-41%	/
COc1cccc(C2=NOC(C(=O)N3CCN(C(=O)c4ccco4)CC3)C2)c1 (stereo not given)	-1%	-1%	-1%	14%[57.1 µM]	0%	10%	38%	9%	289%[activator]
Cc1cc(OC(=O)c2ccccc2C)c([N+](=O)[O-])c(=O)[nH]1	i	0%	-5%	10%	-4%	-15%	14%[57 µM]	0%	-4%
COc1ccccc1C(=O)NC(=O)COC(=O)CN1C(=O)NC(C)(C)C1=O	-2%	-22%	-5%	19%[57.1 µM]	-5%	-26%	21%	-16%	1%
Cc1nc2nc(SCc3ccccc3)[nH]n2c(=O)c1C	-2%	-4%	-2%	30%	-2%	2%	30%	-4%	-20%

Profiles, looked up by structure:
Listed for Cc1nc2nc(SCc3ccccc3)[nH]n2c(=O)c1C : PGK inhibitor = -2%; JMJD2A Tudor = -4%; GLS inhibitor = -2%; rTrxR1 inhibitor = 30%; Pin1 inh = -2%; ERG-DNA inh = 2%; HP1b chromo inh = 30%; RGS4 inh = -4%; ALOX12 inh = -20%
Listed for O=C(Nc1ccc(Br)cc1)c1cc(S(=O)(=O)NC2CCCC2)ccc1F : PGK inhibitor = 5%; JMJD2A Tudor = -16%; GLS inhibitor = -11%; rTrxR1 inhibitor = -4%[57.1 µM]; Pin1 inh = ?; ERG-DNA inh = 0%; HP1b chromo inh = 33%[activator]; RGS4 inh = 5%; ALOX12 inh = ?

Going on with the list.
SMILES	PGK inhibitor	JMJD2A Tudor	GLS inhibitor	rTrxR1 inhibitor	Pin1 inh	ERG-DNA inh	HP1b chromo inh	RGS4 inh	ALOX12 inh
O=[N+]([O-])c1cc(-c2cnc3ccccc3n2)ccc1Oc1ccc(Br)cc1	6%	-25%	16%	-9%	0%	-6%	-17%	17%	-23%
Cc1nc2ccccc2c(=O)n1/N=C/c1ccc(N(C)C)cc1	/	-16%	3%	-8%	-3%	/	10%	4%	19%
CC1(C)CC(NC(=O)COc2ccc3ccc(=O)oc3c2)CC(C)(C)N1	-5%	-8%	-1%	-12%	0%	5%	21%	6%	15%&-7%
COc1ccc([N+](=O)[O-])c2c(=O)ccoc12	i	-8%	-6%	-15%	-4%	/	34%	-47%	-35%

An excerpt; rates above refer to the full screens.
